# Screening results deposited in PubChem BioAssay by several laboratories.
# TPT1 inh: Candida albicans TPT1 enzyme inhibitors, primary screen, biochemical, fluorescence polarization; tRNA 2'-phosphotransferase TPT1 (Candida albicans SC5314); recombinant caTPT1, FP RNA substrate dephosphorylation; inhibition, % at 5 µM; 300,000 compounds, 0.81% hits;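 active = inhibition above the mean of all tested compounds plus 3 SD, set per screening campaign, cut at about 24% in these data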;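 also: plate controls were DMSO alone for no effect and ferristatin control at 100 nM for full effect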
# core dimer inh: inhibitors of HCV core protein dimerization, primary screen, biochemical, TR-FRET, high-throughput; AID 1899, 2009; inhibition, % at 5 µM; TR-FRET GST/Flag-core106 dimerization, 1536-well; 300,000 compounds, 0.33% hits;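 active = inhibition above the mean of all tested compounds plus 3 SD, set per screening campaign, cut at about 45% in these data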
#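 Assay system: GST-tagged and Flag-tagged HCV core protein residues 1-106 / Times: compound-protein-antibody incubation 4 h at 22.5 °C / Signal: time-resolved FRET, ex 340 nm, em 617 and 671 nm / Evaluation: % inhibition based on acceptor/donor emission ratio / Benchmarks: wells lacking GST-core106 and wells with excess unlabelled core106 / Repeats: singlicate, one well per compound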
# PREPL inh: PREPL enzyme inhibitors, primary screen, biochemical, fluorescence polarization. Prolyl endopeptidase-like (Homo sapiens), Q4J6C6. AID 2751, 2010. inhibition, % at 5.96 µM. recombinant PREPL, fluorescence polarization activity-based probe. 320,000 compounds, 0.68% hits; in the data active = inhibition above about 43%;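 also: 0% = enzyme with DMSO and 100% = wells lacking enzyme; many of its hits are not listed in these tables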
# CTSL1 counter: Fasciola hepatica cathepsin L1 inhibitors, primary screen, counter-screen for PFM18AAP inhibitor project, biochemical, QFRET, fluorogenic peptide substrate; 300,000 compounds, 0.49% hits; inhibition, % at 5.96 µM; recombinant F. hepatica cathepsin L1, Z-Leu-Arg-MCA fluorescence;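 active = inhibition above the mean of all tested compounds plus 3 SD, set per screening campaign, cut at about 17% in these data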;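 also: 0% = plate median of test compound wells and 100% = 1 µM Z-Phe-Ala-diazomethylketone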
# JMJD2C inh: inhibitors of GASC-1 histone demethylase, primary screen, biochemical, fluorescence, DELFIA europium. 330,000 compounds, 0.069% hits. inhibition, % at 2.35 µM. GST-JMJD2C(1-420) H3K9me3 demethylation. Lysine-specific demethylase 4C (Homo sapiens), Q9H3R0;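 active = more than half of a compound's replicate wells show inhibition beyond 50%, single wells judged on their own value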;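 also: signal counts dimethyl H3K9 product captured on neutravidin plate; 0% = median of DMSO wells and 100% = 0.3 times that DMSO median; strong numbers were not always called active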
# Target sequence (Q9H3R0 1-420 limits assumed): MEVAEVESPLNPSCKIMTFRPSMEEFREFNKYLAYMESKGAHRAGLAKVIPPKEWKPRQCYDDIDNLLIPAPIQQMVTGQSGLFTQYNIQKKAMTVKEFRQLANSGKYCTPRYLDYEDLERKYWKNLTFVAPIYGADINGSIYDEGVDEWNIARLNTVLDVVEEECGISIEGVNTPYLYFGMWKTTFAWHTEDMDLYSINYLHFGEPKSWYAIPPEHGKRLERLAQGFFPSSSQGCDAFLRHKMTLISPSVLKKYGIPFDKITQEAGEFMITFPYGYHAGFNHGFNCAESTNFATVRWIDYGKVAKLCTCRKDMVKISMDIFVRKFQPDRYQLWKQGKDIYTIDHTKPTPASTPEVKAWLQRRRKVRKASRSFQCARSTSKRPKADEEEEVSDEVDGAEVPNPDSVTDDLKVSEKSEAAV
# Efflux pump inh: inhibitors of Candida efflux pumps in yeast, primary screen, S. cerevisiae, Nile Red, multiplex; S. cerevisiae Candida pump triplex; inhibition, % at 10 µM; 330,000 compounds, 0.44% hits; AID 485275, 2010;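 active = plate passing quality check with inhibition over a set limit, or well fluorescence over plate mean plus 4 SD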;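 also: Nile Red retained in pooled yeast measured as flow cytometry median fluorescence; 0% = buffer negative control and 100% = Enniatin B positive control; higher means more Nile Red kept so more efflux inhibition; some compounds called inactive have numbers as strong as hits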
# PP1 counter: PP1-alpha phosphatase inhibitors, primary screen, counter-screen for PP5 inhibitor project, biochemical, fluorescence, OMFP substrate, single point | Serine/threonine-protein phosphatase PP1-alpha catalytic subunit (Homo sapiens), P62136 | purified PP1alpha | inhibition, % at 6.7 µM | 320,000 compounds, 0.9% hits;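 active = inhibition above the mean inhibition of all tested compounds plus 3 SD, computed separately for each screening campaign, cut at about 15% in these data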
# Target sequence (P62136 whole entry, looked up): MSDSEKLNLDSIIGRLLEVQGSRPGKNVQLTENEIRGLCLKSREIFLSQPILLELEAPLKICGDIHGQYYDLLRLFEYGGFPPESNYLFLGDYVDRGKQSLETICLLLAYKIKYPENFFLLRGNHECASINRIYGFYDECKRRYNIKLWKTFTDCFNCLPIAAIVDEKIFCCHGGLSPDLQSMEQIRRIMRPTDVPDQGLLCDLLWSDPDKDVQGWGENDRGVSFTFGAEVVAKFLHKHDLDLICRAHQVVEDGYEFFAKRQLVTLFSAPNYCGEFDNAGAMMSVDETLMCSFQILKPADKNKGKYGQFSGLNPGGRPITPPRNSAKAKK
# LYPLA2 counter: LYPLA2 inhibitors, primary screen, counter-screen for PME1 inhibitor project, biochemical, fluorescence polarization, FP-Rh probe ABPP; 320,000 compounds, 0.38% hits; inhibition, % at 5.9 µM; recombinant LYPLA2; Acyl-protein thioesterase 2 (Homo sapiens), O95372;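 active = inhibition above the screen-wide mean plus 3 SD, limit set per campaign, cut at about 26% in these data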;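 also: 0% = LYPLA2 with DMSO and 100% = wells lacking LYPLA2 enzyme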
# Target sequence (O95372 whole entry, looked up): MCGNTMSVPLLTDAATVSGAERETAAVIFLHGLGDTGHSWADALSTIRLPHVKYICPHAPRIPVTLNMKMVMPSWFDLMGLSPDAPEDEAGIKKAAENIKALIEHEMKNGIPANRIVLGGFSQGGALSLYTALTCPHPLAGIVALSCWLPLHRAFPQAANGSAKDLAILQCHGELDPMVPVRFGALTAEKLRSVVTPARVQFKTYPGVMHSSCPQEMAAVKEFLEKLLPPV
# PP5 inh: PP5 phosphatase inhibitors, primary screen, biochemical, fluorescence; Serine/threonine-protein phosphatase 5 (Homo sapiens), P53041; purified PP5c, OMFP substrate fluorescence; inhibition, % at 6.7 µM; 320,000 compounds, 0.18% hits;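 active = inhibition above the campaign's mean inhibition across all tested compounds plus 3 SD, cut at about 9.5% in these data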;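 also: 0% = DMSO only and 100% = 100 µM cantharidin control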
# Starred values were filed as active, the others as inactive; i = inactive; . = no result given; & = joins results of further samples.
# Preview (two entries):
SMILES,TPT1 inh,core dimer inh,PREPL inh,CTSL1 counter,JMJD2C inh,Efflux pump inh,PP1 counter,LYPLA2 counter,PP5 inh
CNC(=O)c1c(NC(=O)C2=COCCO2)sc(C)c1C,0.9,0.3,-9.5,-11.0,-1.2,0.1,-6.3,0.4,-0.6
CCOC(=O)/C(N=Nc1sc(C(=O)OC)c(C)c1C(=O)OCC)=C(\O)CCl,-3.9,-13.0,0.8,-9.2,-2.6,0.3,-0.9,-8.1,-0.4

# The whole of this part (from the top)
SMILES,TPT1 inh,core dimer inh,PREPL inh,CTSL1 counter,JMJD2C inh,Efflux pump inh,PP1 counter,LYPLA2 counter,PP5 inh
CNC(=O)c1c(NC(=O)C2=COCCO2)sc(C)c1C,0.9,0.3,-9.5,-11.0,-1.2,0.1,-6.3,0.4,-0.6
CCOC(=O)/C(N=Nc1sc(C(=O)OC)c(C)c1C(=O)OCC)=C(\O)CCl,-3.9,-13.0,0.8,-9.2,-2.6,0.3,-0.9,-8.1,-0.4
COC(=O)c1ccc(C(=O)OC)c(NC(=O)CSc2ccccn2)c1,-7.2,-4.0,20.4,4.3,6.7,-0.1,0.9,2.2,-0.8
COc1ccc(C(C(=O)Nc2ccc(C(C)C)cc2)N(Cc2ccco2)C(=O)CC2NC(=O)NC2=O)cc1 (stereo not given),1.9,7.7,3.2,2.6,5.0,0.4,-3.8,-10.1,-1.0
CCS(=O)CCSc1nc2ccccc2s1 (stereo not given),-2.1,-7.1,-1.9,-2.1,22.3,-0.1,-0.9,0.7,2.1
CC1(C)CC(=O)c2c(nn(-c3ccccc3)c2-c2ccncc2)C1,-0.4,-2.5,8.2,3.6,-5.5,0.0,0.6,-0.7,1.1
CCOC(=O)NN1C(=O)c2ccccc2NC1C (stereo not given),4.0,1.1,5.3,2.9,9.7,0.0,0.0,7.7,0.3
CCOC(=O)C(=O)c1c(-c2ccccc2)nc2ccccn12,-0.4,-0.3,-5.7,0.2,15.2,-0.2,5.5,0.4,-0.7
O=C(NCCC1=CCCCC1)c1cnsn1,-4.2,-2.8,-2.8,0.1,-1.0,0.0,-2.1,-1.7,3.9
CN(C)NC(=S)Nc1ccc(S(=O)(=O)N2CCCCC2)cc1,-2.4,-0.7,13.8,-4.8,13.0,0.0,-4.8,0.1,3.3
COc1ccc(C(=O)NCc2ccon2)cc1OC1CCN(C(C)C)CC1,0.5,-14.1,10.7,-0.6,-1.8,0.6,-1.8,3.6,1.1
Cc1ccc(CN2CCN(Cc3cn[nH]c3-c3cccc(F)c3)CC2CCO)o1 (stereo not given),-0.8,3.2,4.9,-0.5,8.3,-0.2,-2.8,2.4,0.2
COc1cccc(CNC(=O)c2cc3ccccn3n2)c1,-3.9,0.8,-3.2,-3.5,-14.3,-0.1,0.0,-1.0,1.1
O=C(O)c1ccccc1-c1ccccc1C(=O)NCc1ccccc1Cl,-1.0,-1.0,0.4,-2.2,6.2,-0.1,4.8,-3.5,0.6
O=C(Nc1ccccc1)N1CCCN(c2ccc(C(F)(F)F)cn2)CC1,0.4,2.4,6.0,-2.8,-34.5,-0.1,-4.3,-4.1,-0.7
CCOc1cc(CN2CCN(c3ccc(C(C)=O)cc3)CC2)ccc1OC,1.9,-2.1,11.7,1.4,4.5,0.0,1.5,0.8,1.7
O=C(Cn1c(=O)[nH]c2ccsc2c1=O)N1CCN(c2ccc(F)cc2)CC1,-0.8,3.1,9.4,10.9,3.6,-0.3,-6.8,12.4,-4.6
N#CCc1ccc(NS(=O)(=O)c2ccc(N3CCCC3=O)cc2)cc1,0.3,-4.7,-8.2,1.8,-3.7,-0.1,-0.3,1.1,-0.6
Cc1ccc(F)c(NC(=O)c2ccc(Cn3cc(Cl)cn3)cc2)c1,1.8,-2.8,5.4,-1.5,2.2,0.1,-3.0,3.5,3.8
CCCSc1nnc(N2C(=O)CC(c3ccsc3)C3=C2CCCC3=O)s1 (stereo not given),1.2,-0.3,16.9,5.6,0.0&-3.6,0.2,-3.1,0.5,1.1
CC(C)OC(=O)NS(=O)(=O)c1cccc([N+](=O)[O-])c1,1.1,4.1,-3.4,-1.4,-4.2,0.0,-3.6,-2.0,2.7
Cc1noc(NS(=O)(=O)c2ccc(NC(=O)c3cnc4n(c3=O)CCS4)cc2)c1C,-1.2,-3.1,8.1,-0.1,2.4,0.0,-2.6,9.1,3.0
O=C(NC1=NCCS1)c1cccc(N2C(=O)c3ccccc3C2=O)c1,3.6,11.3,15.4,-1.8,-14.3,0.0,-2.1,1.7,-1.2
Cc1ccc(NC(=O)CCNC(=O)c2ccco2)cc1F,-5.3,2.4,0.4,-0.4,-3.1,-0.1,3.3,-2.8,-0.8
CCN(CC(=O)NCc1cccs1)S(=O)(=O)c1cccc(Br)c1,.,.,5.8,.,9.9,-0.1,-0.5,4.5,-1.4
COC(=O)C1CN(C(=O)C(C)Oc2ccccc2F)c2ccccc2O1 (stereo not given),-3.4,-1.0,-3.1,-3.4,-3.5,-0.2,0.6,13.6,3.0
COc1ccccc1-c1nc(SCc2ccccn2)n[nH]1,-2.8,-2.4,-6.6,-2.3,-8.0,-0.3,-3.5,3.6,2.0
C=C(C)CNC(=S)N/N=C/c1c(F)cccc1F,1.1,1.8,-10.1,0.7,103.0,-0.2,-0.4,-3.4,-0.8
COc1ccc(N2CCN(c3nc(NC(C)(C)C)nc(N4CCCCC4)n3)CC2)cc1,-1.1,1.9,7.6,-2.5,-5.4,0.3,-2.5,-5.0,3.8
COc1ccc(CNC(=O)CN2C(=O)C(c3ccccc3)Oc3cccnc32)cc1 (stereo not given),0.8,-2.5,-1.9,-8.6,-1.7,0.4,4.6,-5.0,5.0
C/C(CC(=O)Nc1ccc2c(c1)OCCO2)=N\NC(=O)COc1ccc(C)cc1Br,0.5,12.6,-17.2,3.9,-46.2,0.1,5.2,-2.0,0.9
COc1ccc(C(=O)NCCCN2CCOCC2)cc1OC,-11.5,0.2,6.1,2.6,-31.3,-0.1,-3.6,-5.2,0.3
CCCN1CCN(CCCNC(=O)c2ccc(CS(=O)c3ccccc3C)o2)CC1 (stereo not given),-3.3,-12.4,3.8,0.2,2.4,-0.1,-3.2,3.6,-1.7
O=C(CCl)N(Cc1cc(=O)[nH]c2ccccc12)c1ccccc1,-4.8,12.4,-0.7,2.8,i,-0.2,0.9,3.1,-0.1
Cc1[nH]c2ccccc2c1SCc1ccccc1,-1.9,-37.5,19.1,-0.7,-10.7,0.5,8.7,1.8,4.3
Cc1ccc(NC(=O)CN2C(=O)N/C(=C/c3ccccc3OCc3cccc(C(=O)O)c3)C2=O)cc1,0.8,-137.5,-13.8,3.7,38.8,-0.2,51.7*,-6.6,1.9
CC(=O)C12CC(C)=C(C)CC1CC1C3CCC4=CC(=O)CCC4(C)C3CCC12C (stereo not given),-0.7,16.9,-7.0,0.6,-2.8,-0.2,-1.4,-4.8,0.3
COc1ccc(/C(C)=N/Nc2ccc(C(=O)O)cc2)cc1OC,-2.6,-15.7,-5.3,3.0,23.6,-0.1,0.2,-8.2,0.2
CCCCNC(=S)Nc1ccc(-c2nc3ccc(C)cc3s2)cc1,1.1,5.4,4.3,7.2,2.1,0.0,-2.1,0.1,-0.5
CN(Cc1cccc(C(F)(F)F)c1)Cc1nc(-c2cnccn2)no1,-2.2,4.2,3.1,-1.7,2.3,0.0,-2.2,2.4,-0.4
CCC(=O)N(Cc1cc2cc(OC)ccc2[nH]c1=O)c1cccc(C)c1,-1.0,3.6,5.3,1.0,-0.9,0.1,1.6,-1.6,-0.7
Nc1nc(NCCc2ccccc2)nc(NCCO)c1[N+](=O)[O-],-7.1,3.6,3.4,-0.1,1.6,0.1,-5.0,5.9,-0.5
NC1=NC2(CCCCC2)N(c2cccc(Cl)c2)C(N)=N1,-0.8,0.2,14.0,-0.1,1.8,0.3,-1.6,3.3,-0.5
c1ccc(Cn2c(SCc3nc4ccccc4s3)nnc2-c2ccco2)cc1,17.4,49.5*,22.1,1.9,.,0.0,7.0,3.4,1.6
COc1ccc(CN2CCOCC2)cc1OC,-5.3,0.7,-0.3,-3.6,-3.7,-0.1,-0.3,2.2,2.6
CC(C)Cn1c(Br)nc2c1c(=O)n(CCC#N)c(=O)n2C,3.4,1.9,0.8,11.5,10.1,-0.2,2.3,-2.9,-0.5
Cc1ccc(C(=O)CCC(=O)Nc2cccnc2)cc1C,1.5,1.6,1.1,1.0,1.0,0.0,-2.7,15.1,0.6
Cc1nc(NC(=O)CSc2cc(C)c3ccccc3n2)c(Cl)cc1Cl,-0.1,16.8,2.5,-1.7,-12.0,0.5,0.1,-7.8,2.1
CCCCSCCCNC(=O)c1ccc(CS(=O)(=O)c2ccc(OC)cc2)o1,2.7,-11.7,3.8,-5.2,2.4,0.6,2.7,-4.1,3.4
COc1cc(CN2C(=S)NC(C)(C)CC2(C)O)cc(OC)c1 (stereo not given),3.2,4.2,-4.5,-1.5,-13.2,-0.1,-4.8,-3.9,-1.9
CCCC(NC(=O)COc1cc2c(c3oc(=O)c(C)c(C)c13)CCC(C)(C)O2)C(=O)O (stereo not given),-1.6,-2.4,3.4,-0.9,0.3,0.2,-1.1,-0.2,4.1
CCOc1ccc(N2C(=O)CC(Sc3nc(-c4cccs4)cc(C(F)(F)F)c3C#N)C2=O)cc1 (stereo not given),1.2,23.9,-1.1,-1.2,9.0,0.0,-0.5,13.6,5.0
Nc1c(C(=O)c2ccccc2)oc2ccc(Br)cc12,-1.8,-7.1,1.2,1.3,-3.7,0.0,5.1,1.2,0.8
CC(=O)Nc1ccc(OCC(O)CN2C(C)(C)CC(O)CC2(C)C)cc1 (stereo not given),1.1,0.5,1.8,5.5,0.6,0.0,-2.1,-13.3,-1.2
Cc1ccc(C2(C)NC(=O)N(CC(=O)NNC(=O)c3cc(C)oc3C)C2=O)cc1 (stereo not given),-0.6,-6.8,-3.2,-0.9,3.8,0.3,-9.9,-1.3,-1.1
CC1CCCN(c2nc3c(c(=O)n(C)c(=O)n3C)n2CCSc2nc3ccccc3o2)C1 (stereo not given),-0.3,4.4,24.5,-1.3,0.1,-0.1,-3.1,5.7,1.9
CN(C)CCN(Cc1ccccc1)S(=O)(=O)c1csc(C(N)=O)c1,2.1,-6.3,8.2,-4.2,18.7,-0.1,-0.7,-2.4,-0.6
O=C(O)COc1ccccc1/C=N/NC(=O)c1cc(-c2ccc(F)cc2)nc2ccccc12,1.9,8.9,-6.6,4.3,11.9,-0.6,4.7,-0.2,0.9
Cc1cc(C)c(NC(=O)CCCN2CCCC2)c(C)c1,4.6,4.5,1.0,4.4,-9.6,-0.1,-2.5,3.8,0.9

# An excerpt; count on the stated rates, not on these rows.
